# M. tuberculosis GlmU: inhibition of mycobacterial GlmU enzyme – biochemical, glucosamine-1-phosphate acetyltransferase (AID 1376). M. tuberculosis GlmU acetyltransferase enzyme assay; higher % means a stronger effect. actives 0.25% (n = 220,000). inhibition, %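 (tested at 30 µM in the primary screen)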; hits with a dose series show IC50 in µM; in the data active means inhibition above about 13%; inconclusive means no clear call, values can overlap the other calls;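 further: 0% = complete reaction with vehicle and 100% = reaction without substrate; strong numbers were not always called active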
# Mtb RmlCD inh: inhibitors of Mycobacterium tuberculosis RmlC and RmlD coupled enzymes. P9WH09+P9WH11. RmlC+RmlD coupled enzyme assay, percent inhibition; primary screen in compound mixtures. inhibition, % at 3.6 µM. actives 0.03% (n = 160,000). AID 1533; in the data active means inhibition mostly above about 34%, no sharp cut-off; inconclusive means no clear call, values can overlap the other calls; inactive means mostly below about 22%; further: some results filed as inactive read as strong as hits
# Target sequence (P9WH09 whole entry, looked up): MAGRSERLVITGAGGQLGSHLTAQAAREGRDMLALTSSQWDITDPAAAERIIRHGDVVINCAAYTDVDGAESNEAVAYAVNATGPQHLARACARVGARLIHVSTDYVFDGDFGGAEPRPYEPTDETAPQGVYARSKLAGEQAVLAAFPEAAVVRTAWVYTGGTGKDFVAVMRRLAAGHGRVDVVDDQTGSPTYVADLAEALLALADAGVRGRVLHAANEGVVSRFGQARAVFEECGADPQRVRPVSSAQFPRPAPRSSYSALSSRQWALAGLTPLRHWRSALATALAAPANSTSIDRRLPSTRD
# Target sequence (P9WH11 whole entry, looked up): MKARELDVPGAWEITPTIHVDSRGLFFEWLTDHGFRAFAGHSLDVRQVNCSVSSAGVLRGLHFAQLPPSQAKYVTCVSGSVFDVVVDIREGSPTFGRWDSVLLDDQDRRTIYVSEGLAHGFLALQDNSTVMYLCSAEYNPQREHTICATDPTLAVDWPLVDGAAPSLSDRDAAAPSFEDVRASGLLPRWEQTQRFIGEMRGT
# Active calls of the source: *; u = inconclusive; x = no result given. A portion of the library. The share of hits here may be higher or lower than overall.
smiles	Mtb RmlCD inh	M. tuberculosis GlmU
CCc1ccc2[nH]c(=O)c(C(c3nnnn3Cc3ccco3)N3CCC(C)CC3)cc2c1 (stereo unspecified)	6.2	-4.4%
Cn1c(-c2ccccc2)c(CCO)c2ccccc21	x	-2.6%
C/C=C/c1ccccc1OCc1ccc(C(=O)OC)o1	x	-6.9%
COC(=O)CCc1sc(Nc2ccccc2)nc1-c1ccc(OC)cc1	-7.1	1.8%
N#Cc1ccccc1CN1C(=O)S/C(=C/c2cccn2-c2ccc(C(=O)O)cc2)C1=O	x	1.4%
CCOc1cccc(NC(=O)C2CC(=O)NC(=Nc3ccccc3)S2)c1 (stereo unspecified)	-48.4	4.6%
CC(=O)Nc1ccc(C(=O)NC2CCCC2)cc1	12.4	-3.8%
CCN(CC)C(=O)Cc1c(OC)ccc2cc(Br)ccc12	3.1	0.9%
CCn1nnc(-c2ccccc2NS(=O)(=O)c2ccc(S(=O)(=O)N(C)C3CCCCC3)cc2)n1	1.0	0.5%
Cc1ccccc1CS(=O)(=O)Cc1ccc(C(=O)NCCCN2CC(C)CC(C)C2)o1 (stereo unspecified)	-1.7	-0.6%
CC1CC(C)(C)N(C(=O)CSc2ccc(-c3ccc(F)cc3)nn2)c2ccccc21 (stereo unspecified)	x	2.0%
Cc1ccc(CNC(=O)CCS(=O)(=O)c2ccc(Br)cc2)cc1	-5.7	59µM*
COc1ccc(C(C(=O)OC(C)CN(C)C)c2ccccc2)cc1 (stereo unspecified)	-4.0	-3.4%
O=C(c1cccnc1)N(Cc1ccccc1)C1(C(=O)Nc2ccccc2)CCCCC1	0.6	-2.7%
COc1ccc2nc(C)cc(Sc3nc4ccccc4s3)c2c1	14.9	-4.1%
O=C(Cn1cc([N+](=O)[O-])cn1)Nc1ccn(Cc2c(F)c(F)c(F)c(F)c2F)n1	x	0.2%
COc1ccc(C(=O)CSc2cc(C)nc(SCC(=O)c3ccc(C)cc3)n2)cc1	x	-0.2%
CCc1n[nH]c(=S)n1/N=C/c1c[nH]c2ccc(Br)cc12	5.2	1.6%
CCCN(CC(=O)Nc1c(C)cccc1CC)C(=O)SCC	x	-2.2%
CCc1cc(C(=O)N=Nc2c(O)[nH]c3ccc([N+](=O)[O-])cc23)c2ccccc2n1	7.4	-2.6%
Cc1cc(Cn2ccnc2)c(C)cc1Cn1ccnc1	x	0.4%
O=Cc1ccc(-n2cc(C=O)c3ccccc32)cc1	6.8	-2.7%
N=C1C(c2nc3ccccc3s2)=C(O)CN1NC(=O)c1c[nH]c2ccccc12	4.7	-2.7%
CC(=O)Nc1cccc(Oc2nc(-c3ccccn3)nc3ccccc23)c1	16.1	3.6%
NC(=O)c1cc(N2C(=O)C=CC2=O)ccc1Cl	10.1	1.1%
Oc1ccc(Cl)cc1C1=NNC(c2cccs2)C1 (stereo unspecified)	6.9	2.8%
COc1ccc(CNC(=S)NCc2ccc(OC)cc2)cc1	-9.8	1.8%
CSc1sc(-c2ccnc(SCC(=O)C(C)(C)C)n2)c2c1C(=O)CC(C)(C)C2	13.7	-10.4%
CCOC(=O)C1=C(O)/C(=C\c2ccc(CNS(=O)(=O)c3ccc(Br)cc3)o2)N=C1C	-36.8	11.7%
CCOC(=O)C1=C(Cn2cnc3ccccc32)NC(=O)NC1c1ccc(Cl)cc1 (stereo unspecified)	5.0	2.5%

smiles	Mtb RmlCD inh	M. tuberculosis GlmU
CC1CCc2sc(C(=O)N/N=C/c3ccc([N+](=O)[O-])cc3)cc2C1 (stereo unspecified)	2.5	-0.4%
CC1=CN2C(=N)/C(=C/c3cn(CCCOc4ccccc4C)c4ccccc34)C(=O)N=C2S1	-11.7	6.0%
CC(C)c1cc(C(F)(F)F)n2nc(C(=O)Nc3ccc(-n4cnnn4)cc3)cc2n1	4.3	1.4%
CC(C)C(=O)Nc1nnc(SCC(=O)Nc2ccc3c(c2)OCCO3)s1	-21.0	-0.1%
COC1(OC)C=CC(=O)C=C1NC(=O)c1ccccc1OC(C)=O	x	-4.8%
Cc1c(NC(=O)C2CCCNC2=O)c(=O)n(-c2ccccc2)n1C (stereo unspecified)	5.7	-3.0%
COc1ccc(NC(=O)c2n[nH]c(=O)c3ccccc23)cc1S(=O)(=O)N1CCCCC1	-24.5	-0.8%
S=C(NCc1ccccc1)N1CCn2cccc2C1c1cccnc1 (stereo unspecified)	-11.3	-3.6%
CCOC(=O)c1c(NC(=O)/C=C/C(=O)O)sc(C)c1-c1ccc(Cl)cc1	6.5	3.9%
CCOC(=O)COc1ccc(S(=O)(=O)NCc2cccnc2)cc1	-7.8	4.0%
CCOC(=O)N/N=C\C=C\c1ccc2c(c1)OCO2	-2.1	1.2%
O=C(COc1ccccc1)N1CCN=C1c1ccccc1	x	1.6%
CSc1nc2[nH]ncc2c(=O)[nH]1	-5.8	7.8%
CCNC(=S)N/N=C/c1sc(N2CCCCC2)nc1-c1cccs1	4.6	6.7%
COC(=O)Cc1c(C)nc2nc(-c3ccc(Cl)cc3)[nH]n2c1=O	3.1	4.0%
CC(C)(C)OC(=O)NCCc1nnc(SCc2ccc(Cl)cc2Cl)o1	16.8	-0.8%
CN1CCCCc2c1[nH]c1ccccc1c2=O	10.3	6.1%
N#C/C(=C\c1cccc([N+](=O)[O-])c1)c1nnc2n1CCCCC2	1.3	1.5%
CNC(=O)C1CCN(C(=O)c2ccc(-c3ccccc3)cc2)CC1	x	-2.3%
COc1ccc(-n2c(Cc3cc(=O)[nH]c(=O)[nH]3)nnc2SCC(=O)N2CCCC2)cc1	-4.0	x
O=C(COC(=O)/C=C/c1cccs1)NC(=O)Cc1ccccc1	-10.1	-3.7%
CSCC(O)Cn1[nH]c(=O)c2cc(Cl)c(Cl)cc2c1=O (stereo unspecified)	x	-7.3%
NC(=O)c1ccccc1NC(=O)NC1CCCCC1	x	1.9%
COCCCn1c(SCC(=O)Nc2ccc3c(c2)OCCO3)nnc1-c1ccoc1C	2.9	-3.7%
O=C(COC(=O)c1cccnc1Nc1ccccc1F)NC1CC1	x	-1.1%
O=C(c1cnn2c(C(F)F)cc(C3CC3)nc12)N1CCCC1	-10.0	-1.2%
O=C1C=C(NC2CCCC2)CC(c2ccccc2)C1 (stereo unspecified)	2.2	x
O=C(CCCN1C(=O)/C(=C/c2cccs2)SC1=S)Nc1ccccn1	11.9	-0.5%
CCOC(=O)C1(P(=O)(c2ccccc2)c2ccccc2)CCC1	-7.2	1.9%
O=C(c1ccccc1)N1CCN(C2C3CC4CC(C3)CC2C4)CC1 (stereo unspecified)	x	-0.8%

# 4 entries from above in another layout:
# Every second line gives: Mtb RmlCD inh	M. tuberculosis GlmU
- COc1ccc(NC(=O)c2n[nH]c(=O)c3ccccc23)cc1S(=O)(=O)N1CCCCC1
 : -24.5	-0.8%
- S=C(NCc1ccccc1)N1CCn2cccc2C1c1cccnc1 (stereo unspecified)
 : -11.3	-3.6%
- CCOC(=O)c1c(NC(=O)/C=C/C(=O)O)sc(C)c1-c1ccc(Cl)cc1
 : 6.5	3.9%
- CCOC(=O)COc1ccc(S(=O)(=O)NCc2cccnc2)cc1
 : -7.8	4.0%

# Further structures follow:
smiles	Mtb RmlCD inh	M. tuberculosis GlmU
Cc1cccc(N(C(=O)Nc2ccccc2)C2=NCC(C)S2)c1 (stereo unspecified)	-10.4	-2.4%
N#Cc1ccc(N2C(=O)[C@@H]3C(C(=O)c4ccc5ccccc5n4)=NN[C@@H]3C2=O)cc1	10.1	-0.8%
CCC(C)[C@H](NC(=O)NC1CCN(Cc2ccccc2)CC1)C(=O)OC (stereo partly specified)	24.2	-4.7%
O=C(Cn1nc(-c2ccccc2)c2ccccc2c1=O)Nc1cccc(O)c1	x	3.9%
CN=c1scc(-c2cc(OC)ccc2OC)n1/N=C/c1c(C)[nH]c2ccccc12	12.9	-0.1%
CC(C)(C)c1ccc(-c2ccc3c(c2)S(=O)(=O)c2ccccc2C3=O)cc1	x	4.8%
Nc1c(C(=O)C2CC2)sc2nc(-c3cccs3)cc(C(F)(F)F)c12	x	0.5%
CN(/N=C/c1cc(Cl)cc(Cl)c1O)c1c(Cl)cccc1[N+](=O)[O-]	14.9	0.9%
COc1c(CC=C(C)C)c(O)cc2oc(=O)c3c4ccc(O)cc4oc3c12	x	0.9%
FC(F)(F)c1cc(C(F)(F)F)c2ccc(N3CCN(c4ccccc4)CC3)nc2n1	-6.2	-4.1%
Cc1ccc(C(=O)/C=C/NCc2ccc(F)cc2)cc1	0.4	0.8%
O=C(COC(=O)c1ccc(N2CCOCC2)c([N+](=O)[O-])c1)Nc1ccc2c(c1)OCO2	x	-2.4%
Cc1cc2cc(CN(Cc3ccco3)S(=O)(=O)c3c(C)ccc4nsnc34)c(=O)[nH]c2cc1C	-0.8	-1.4%
CCOC(=O)c1sc(NC(=O)CSc2nc3c(c(-c4ccc(OC)cc4)c2C#N)CCCC3)c(C#N)c1C	x	5.2%
CCOC(=O)c1[nH]c2ccc(Br)cc2c1NC(=O)CCN1CCC(C(=O)OCC)CC1	x	-2.4%
Cc1ccc(NC(=O)NCC2CCN(Cc3cccc(Cl)c3)CC2)cc1Cl	2.1	0.0%
c1ccc(C2=NNC(c3ccco3)=Nc3ccccc32)cc1	3.7	-2.5%
Cc1ccc(-c2csc3ncnc(OCC(=O)NC(=O)NCc4ccco4)c23)cc1	7.7	2.7%
O=S(=O)(O/N=C1\CCCc2ccccc21)c1ccccc1	-6.1	1.6%
Cc1ccc(/C=[N+](/[O-])C2SC(=S)N(C)C2(C)C)cc1 (stereo unspecified)	7.9	1.4%
COc1ccc(C(=O)c2c(-c3ccc(OC)cc3)oc3ccc(-c4cc(OC)c(OC)c(OC)c4)cc23)cc1	x	5.6%
Cc1nc2ccccc2n1C(=O)c1cc(-c2ccc(Br)cc2)nc2ccccc12	u	-5.9%
Cc1nc(SCC(=O)NCc2ccco2)c2c(C)c(C)sc2n1	7.4	5.3%
CCN(CC)C(=S)Oc1ccc(Cl)cc1Cl	x	4.2%
COc1ccccc1N1C(=O)CC(Sc2nccc(C)n2)C1=O (stereo unspecified)	x	4.1%
CC(C)Sc1nc2ccccc2n1CC(N)=O	-4.3	-4.5%
COc1ccc(CC(NC(C)=O)C(=O)NC2CCN(C(=O)Nc3ccc(Cl)cc3)CC2)cc1OC (stereo unspecified)	3.9	3.6%
COc1ccccc1C1c2[nH]c3ccccc3c2CCN1Cc1cnc(C)s1 (stereo unspecified)	9.7	1.0%
O=C(NCc1ccc(F)cc1)C1(c2cccs2)CCOCC1	-4.1	-1.2%
O=C(CN1CCC(c2nc3ccccc3[nH]2)CC1)Nc1ccc2c(c1)OCO2	8.0	0.7%

smiles	Mtb RmlCD inh	M. tuberculosis GlmU
O=C(C1=C[C@@H](c2ccc(Br)cc2)C[C@@H](OCc2ccc(CO)cc2)O1)N1CCN(Cc2ccccc2)CC1	x	2.5%
CS(=O)(=O)c1ccc(C(=O)NC2CCCc3ccccc32)cc1 (stereo unspecified)	4.9	2.1%
Cc1cc(C)c(C(=O)C[n+]2cccc(C(N)=O)c2)c(C)c1	-8.0	1.0%
Cc1ccc(N(CC(=O)NCc2ccc(F)cc2)C(=O)c2csnn2)c(C)c1	-9.1	-0.9%
CC(C)(C)C(=O)Nc1ccccc1C(=O)Nc1cccnc1	x	8.7%
O=C(C1=C(O)C(=O)N(CCCN2CCOCC2)C1c1ccncc1)c1cc2ccccc2o1 (stereo unspecified)	x	0.0%
Cn1cc(C(=O)c2ccc(Cl)cc2Cl)cc1C(=O)N/N=C(\N)COc1ccc(F)cc1	x	1.0%
NNC(=O)C1CC1(c1ccccc1)c1ccccc1 (stereo unspecified)	x	-1.6%
Cc1ccc(S(=O)(=O)N(C)C)cc1NC(=S)NNC(=O)C1CC1	x	2.3%
Cc1cc2cc(CNC(=O)c3ccc(S(=O)(=O)N4CCCCC4)cc3)ccc2n1C	7.0	4.0%
N#C/C(=C\c1cc([N+](=O)[O-])c(N2CCOCC2)cc1N1CCOCC1)c1nc2ccccc2[nH]1	x	-6.2%
Cc1cccc(NC(=O)CCSc2ccccc2)c1C	x	0.8%
Nc1ccccc1Nc1cc(-c2cccc(Cl)c2)nn1-c1ccccc1	9.5	0.5%
CCSc1nnc(NC(=O)C2C3C=CC(C3)C2C(=O)O)s1 (stereo unspecified)	x	4.6%
Cc1nnc(Sc2cc(C(=O)NCCCN(C)Cc3ccccc3)c3ccccc3n2)s1	2.5	-0.4%
c1ccc2c(-c3nn[nH]n3)cccc2c1	-14.6	7.0%
O=C(COC(=O)c1ccc(F)cc1F)Nc1ncccn1	4.7	3.3%
CC1(C)CC(=O)C=C(c2cc3ccccc3s2)C1	x	-1.3%
Cc1ccc(C)c(NC(=O)CSc2nnc(CCNC(=O)OC(C)(C)C)o2)c1	6.0	-1.4%
Cc1cccc(N2C(=O)CC(Sc3ccccc3C(=O)O)C2=O)c1 (stereo unspecified)	-10.9	0.4%
O=C(CC(c1ccccc1)c1cc(Br)ccc1O)N1CCCC1 (stereo unspecified)	x	-9.0%
COc1ccc(C(=O)Cn2c(NCCO)nc3ccccc32)cc1OC	x	6.8%
CC(C)(C)OC(=O)N[C@@H](Cc1ccccc1)C(=O)NCC1CCC(C(=O)O)CC1 (stereo partly specified)	4.4	-6.8%
COc1ccc(NC(=O)NCCCN2CCCCC2C)cc1 (stereo unspecified)	-8.8	x
